# Compound activity as filed in PubChem.
# RBX1-CUL1 inh = inhibitors of human ROC1-CUL1 ubiquitin ligase activity; AID 1347404, 2020; in vitro K48 di-Ub FRET, acceptor:donor ratio, 45 min; E3 ubiquitin-protein ligase RBX1 (Homo sapiens) + Cullin-1 (Homo sapiens), P62877+Q13616; hit rate 0.6% among 140,000; inhibition, % at 10 µM; in the data active = inhibition above about 25%
# Target sequence (P62877 whole entry, looked up): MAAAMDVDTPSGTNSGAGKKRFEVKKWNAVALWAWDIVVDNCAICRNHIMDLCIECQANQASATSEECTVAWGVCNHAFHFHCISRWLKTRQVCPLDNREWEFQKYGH
# Target sequence (Q13616 whole entry, looked up): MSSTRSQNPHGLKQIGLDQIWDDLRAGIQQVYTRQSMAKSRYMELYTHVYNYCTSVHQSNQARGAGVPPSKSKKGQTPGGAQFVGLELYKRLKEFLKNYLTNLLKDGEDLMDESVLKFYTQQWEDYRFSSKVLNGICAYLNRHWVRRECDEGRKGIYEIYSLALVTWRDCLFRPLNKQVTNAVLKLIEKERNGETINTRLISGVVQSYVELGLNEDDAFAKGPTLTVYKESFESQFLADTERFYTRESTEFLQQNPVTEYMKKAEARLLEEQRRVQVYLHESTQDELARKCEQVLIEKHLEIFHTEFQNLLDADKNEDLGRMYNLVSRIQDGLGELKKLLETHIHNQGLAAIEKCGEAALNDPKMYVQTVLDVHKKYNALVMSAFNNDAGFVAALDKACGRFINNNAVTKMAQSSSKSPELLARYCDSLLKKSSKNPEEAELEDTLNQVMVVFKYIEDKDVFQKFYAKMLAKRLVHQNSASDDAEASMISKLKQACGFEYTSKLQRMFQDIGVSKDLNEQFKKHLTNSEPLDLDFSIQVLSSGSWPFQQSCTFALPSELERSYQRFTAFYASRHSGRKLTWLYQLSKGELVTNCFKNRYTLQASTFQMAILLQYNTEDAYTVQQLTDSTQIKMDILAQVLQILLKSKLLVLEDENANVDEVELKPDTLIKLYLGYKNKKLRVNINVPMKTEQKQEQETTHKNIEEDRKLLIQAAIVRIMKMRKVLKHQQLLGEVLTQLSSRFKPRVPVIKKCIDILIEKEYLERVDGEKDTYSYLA
# Starred values were filed as active, the others as inactive. These rows are one share of the data; rates above refer to the full screens.
compound | RBX1-CUL1 inh
CC(C)C1N=NC(c2ccc(F)cc2)=CN1O (stereo not given) | -3
O=C(c1ccc(F)cc1F)N1CCC(c2noc(-c3ccc(S(=O)(=O)N4CCCC4)cc3)n2)CC1 | -1
O=C(Nc1cnn(Cc2ccc(Cl)c(Cl)c2)c1)c1sc2ccccc2c1Cl | -2
CCc1nn2c(=O)cc(COC(=O)C(CC)c3ccccc3)nc2s1 (stereo not given) | -5
CCOC(=O)c1cccc(NC(=O)c2ccc3c(Cl)c4c(nc3c2)CCC4)c1 | -5
COc1cccc(N2CCN(Cc3nc(N)nc(Nc4ccc(Cl)cc4)n3)CC2)c1 | 6
CC1CN(CC2CC2)Cc2cc(Cl)ccc2O1 (stereo not given) | 0
CCOC(=O)c1nc(N)sc1C | 0

# An excerpt from above in order of their number in RBX1-CUL1 inh, falling.
compound | RBX1-CUL1 inh
COc1cccc(N2CCN(Cc3nc(N)nc(Nc4ccc(Cl)cc4)n3)CC2)c1 | 6
CCOC(=O)c1nc(N)sc1C | 0
O=C(Nc1cnn(Cc2ccc(Cl)c(Cl)c2)c1)c1sc2ccccc2c1Cl | -2
CCOC(=O)c1cccc(NC(=O)c2ccc3c(Cl)c4c(nc3c2)CCC4)c1 | -5

# New compounds follow.
compound | RBX1-CUL1 inh
COc1ccc(NC(=O)CCc2c(C)nc3cc(-c4cccc(F)c4)nn3c2C)cc1Cl | -3
CN(CC(O)c1ccccc1)C(=O)CC1(c2ccccc2Cl)CC(=O)N(C2CCCC2)C1=O (stereo not given) | 8
O=C(Nc1cccc(C(F)(F)F)c1)c1cc2nc(-c3ccc(F)cc3)cc(C(F)(F)F)n2n1 | -9
CCOC(=O)c1c(C)oc2ncnc(Nc3ccc(F)cc3Cl)c12 | 3
Cc1ccccc1-c1nc(CS(=O)CC(=O)N2CCN(c3cc(Cl)ccc3C)CC2)c(C)o1 (stereo not given) | -10
Cc1cc(Oc2ccc(Br)cc2)nc(SCC(=O)c2ccccc2)n1 | -1
Cc1cccc(C)c1NC(=O)C(=O)NCC(c1cccnc1)N1CCc2ccccc21 (stereo not given) | -1
Cn1cc(CN2CCC3(CCCN(CC(C)(C)C)C3=O)C2)cn1 (stereo not given) | 11

# Reprinted at random: 7 records from the list.
compound | RBX1-CUL1 inh
Cc1cc(Oc2ccc(Br)cc2)nc(SCC(=O)c2ccccc2)n1 | -1
CCOC(=O)c1nc(N)sc1C | 0
O=C(Nc1cnn(Cc2ccc(Cl)c(Cl)c2)c1)c1sc2ccccc2c1Cl | -2
O=C(Nc1cccc(C(F)(F)F)c1)c1cc2nc(-c3ccc(F)cc3)cc(C(F)(F)F)n2n1 | -9
CC1CN(CC2CC2)Cc2cc(Cl)ccc2O1 (stereo not given) | 0
CCc1nn2c(=O)cc(COC(=O)C(CC)c3ccccc3)nc2s1 (stereo not given) | -5
CCOC(=O)c1cccc(NC(=O)c2ccc3c(Cl)c4c(nc3c2)CCC4)c1 | -5

# (continued)
compound | RBX1-CUL1 inh
C/C(=N\O)c1ccc(N2C(=O)C3C4c5ccccc5C([N+](=O)[O-])(c5ccccc54)C3C2=O)cc1 (stereo not given) | 5
Cc1c(Cl)cccc1NC(=O)C(C)N(c1ccccc1)S(C)(=O)=O (stereo not given) | 0
CC(C)N(C1=N/C(=C\c2ccco2)C(=O)N1c1ccccc1)C(C)C | -1
Cc1ccc(S(=O)(=O)Nc2cc3c(cc2N2CCOCC2)n(C)c(=O)n3C)c(C)c1 | -4
CC1CCCC1OCC(O)CN1CCN(c2ccccc2F)CC1 (stereo not given) | 10
O=C(Cn1nc(Cc2cccnc2)c2ccccc2c1=O)N1CCN(c2ccc(F)cc2)CC1 | -3
CC1=NC(=S)NC(c2ccc(C)cc2)C1C(=O)Nc1cccc(C)c1C (stereo not given) | 3
CC(C)c1ccc2c(c1)[C@H]1OCC[C@H]1[C@@H](c1cccs1)N2 | 1
COc1cc2oc(=O)cc(C)c2c(OC)c1OC(C)=O | 1
O=S1(=O)CC(Cl)C(Cl)C1 (stereo not given) | -2
O=C(OC1COC2C(OC(=O)c3ccco3)COC12)c1ccco1 (stereo not given) | 8
OC(COCCC12CC3CC(CC(C3)C1)C2)CN1CCC(Cc2ccccc2)CC1 (stereo not given) | 0
CCOC(=O)c1c(C)[nH]c(C)c1S(=O)(=O)N1CCC(C(=O)Nc2cc(C)ccn2)CC1 | -5
Clc1ccccc1CNCC1CCNCC1 | -1
CCN(CC)c1ccc(C=NN2CCN(C3c4ccccc4-c4ccccc43)CC2)c(O)c1 | 1
CC(O)c1cccc(NS(=O)(=O)c2ccc(Cl)cc2)c1 (stereo not given) | 1
CNS(=O)(=O)c1cccc2ccccc12 | 3
COCC(=O)N1CCCC(CCC(=O)Nc2ccc(C(F)(F)F)cc2)C1 (stereo not given) | 9
COc1c2c(nc3occc13)C(CCC(C)(C)O)(OC)C(O)CC2 (stereo not given) | -8
Cc1cc(C)n(-c2nc3ccccc3nc2N2CCCCCC2)n1 | 6
CCc1ccccc1NC(=O)COc1ccc(C(=O)Nc2cccc(Cl)c2C)cc1 | 7
CCOC(=O)N1CCc2c(sc3c2c(=O)n(CCc2ccccc2)c(=O)n3Cc2cc(C)ccc2C)C1 | 7
O=C(O)c1cc(-c2cccc(Oc3ccccc3)c2)nc2ccc3ccccc3c12 | -7
COc1cccc(NC(=S)NC(=O)C(c2ccccc2)c2ccccc2)c1 | 9
COC(=O)[C@@H](NC(=O)C1CCN(c2nc(C)c3ccccc3n2)CC1)C(C)C | -3
Cc1nn(C)cc1CNC(=O)Cn1nnnc1CN1CCc2ccccc2C1 | 1
COc1ccc(N=C(Nc2ccc(OC)cc2)SCc2cc(OC)ccn2)cc1 | 4
CN1C(=N)C(C(=O)c2ccccc2)C=NC1=S (stereo not given) | 1
COCCNC(=O)c1ccc(N2CCOCC2)cc1 | 4
CCOC(=O)C(C(=O)OCC)C(Nc1ccc(Br)cc1)c1ccccc1 (stereo not given) | -12
N#CC1C(=N)Oc2n[nH]c(-c3ccc(Cl)cc3)c2C1c1ccc(OC(F)(F)F)cc1 (stereo not given) | -2
CN1C(=O)c2cccc3cccc1c23 | 2

# Of the compounds above, two have bromine.
compound | RBX1-CUL1 inh
Cc1cc(Oc2ccc(Br)cc2)nc(SCC(=O)c2ccccc2)n1 | -1
CCOC(=O)C(C(=O)OCC)C(Nc1ccc(Br)cc1)c1ccccc1 (stereo not given) | -12

# The listing continues.
Molecule	RBX1-CUL1 inh
COc1ccc(C(=O)Nc2ccc3nc(SCC(=O)N4CCCC4)sc3c2)cc1	-3
Cc1ccc(NC(=O)c2snnc2C)c(C)c1	-6
COc1ccc2c(c1)CCC/C2=N\OC(=O)c1ccccc1I	1
COc1cc2c(cc1OC)C1=C(C#N)CN(CCc3ccccc3)CN1CC2	7
Cc1ccc(CNC(=O)CCc2c(C)nn(-c3ccc(N4CCCC4)nn3)c2C)cc1	-14
O=C(CSc1ccccn1)Nc1ccccc1Br	-1
COc1ccc(S(=O)(=O)NCc2ccccc2Cl)c(Cl)c1Cl	-11
CCOc1ccc(C2(O)CCN(Cc3ccccc3)CC2)cc1	2
O=C(Nc1cccc2ccccc12)C(F)(F)F	3
COCc1ccc(C(=O)Nc2ccc(-c3nc(CNC(=O)C(=O)CC(C)C)c(C)o3)cc2)o1	5
CCn1cc(Cl)c(C(=O)Nc2nc(-c3ccc(C)cc3)c(C)s2)n1	0
CCC(C)NC(=O)Cn1c(=O)n(CCCCCC(=O)Nc2ccccc2)c(=O)c2sccc21 (stereo not given)	-1
COc1cc(Br)c(Br)c(C=Nc2ccc(NC(=O)c3ccccc3Br)cc2)c1O	15
CS(=O)(=O)N1CCc2cc(C(=O)NC3CCCC3)ccc21	6
O=C(N/N=C/CCc1ccccc1)c1ccco1	-7
O=C(CCC1CCCN(C(=O)Cc2ccc(Cl)cc2)C1)N1CCCC1 (stereo not given)	10
CCOC(=O)C1C(=N)Oc2c(cc(Cl)c3ccccc23)C1c1ccccc1 (stereo not given)	1
CCOc1cc(C2c3c(n[nH]c3-c3cccs3)OC(=N)C2C#N)ccc1OC (stereo not given)	-5
CC(=O)Oc1ccc2occ(C(=O)c3ccc(C)cc3)c2c1	12
COc1cccc(CNC(=O)c2ccc3c(c2)sc2nc(-c4ccccc4)cn23)c1OC	5
Cc1ccc(CN2C(=O)C3C(c4ccc(Cl)cc4Cl)OC4(C(=O)c5ccccc5C4=O)C3C2=O)cc1 (stereo not given)	-9
CCOC(=O)c1c(NC(=O)CN2CCCCC2)sc(C)c1C	-4
CC[C@H](C)[C@H](NC(=O)C1CC(Cc2ccc(F)cc2)=NO1)C(=O)OC (stereo not given in full)	6
Nc1nc(=S)n2c(n1)oc1ccccc12	3
COCC1CCN(CC2(O)CCCN(Cc3cccc(C)c3)C2=O)CC1 (stereo not given)	-6
CCc1nnc(NC(=O)C2CCN(S(=O)(=O)c3cccs3)CC2)s1	-1
CCc1c(C)c2cc(N)c(O)c(C)c2oc1=O	0
CCN1CCN(CC(O)COc2c(C)cc(C)cc2C)CC1 (stereo not given)	0
CC(C)CN1CCC(CNC(=O)c2ccc(N3CCCOCC3)nc2)C1 (stereo not given)	3
Cc1ccc(CNC(=O)CSc2c(C(C)C)cnc3c2c(=O)n(C)c(=O)n3C)cc1	-4
CC(C)Oc1nnc(-c2ccccc2)c2ccccc12	5
CC(=O)Nc1ccc(C(=O)N(Cc2ccccc2)C(C(=O)Nc2ccc(C)cc2)c2ccccn2)cc1 (stereo not given)	0
COc1ccc(CCN2CC(NC3CCOCC3)CC2=O)cc1 (stereo not given)	-3
N#CC1C(=N)N(c2cc(C(F)(F)F)ccc2Cl)C2=C(C(=O)CCC2)C1c1cccnc1 (stereo not given)	-2
O=C(CSc1nc2sc3c(c2c(=O)n1-c1ccccc1)CCC3)Nc1c(Cl)cccc1Cl	-5
Cc1cc(C)c(NS(=O)(=O)c2cc(-c3cnc(C4CC4)o3)ccc2C)c(C)c1	8
CCC(C)NC(=O)c1cnn(-c2ccc(Cl)cc2)c1C1CCN(C(=O)OC(C)(C)C)CC1 (stereo not given)	3
Cn1c(=O)n(Cc2ccccc2F)c(=O)c2c1nc1oc(C(C)(C)C)cn12	2
CCOc1cc(CNC2CCCC2)cc(Cl)c1OCc1ccccc1	4
CC1(C)CC(NS(=O)(=O)c2ccc(Cl)cc2Cl)CC(C)(C)N1	4
CCC(=O)Nc1cc2nn(-c3ccc(F)cc3)nc2cc1C	-5
CCc1cccc(NC(=O)Nc2ccc3c(c2)N(C)C(=O)c2ccccc2S3)c1	-1
Cc1ccc(NC(=O)c2ccc(NC(=O)N3CCSc4ncccc43)cc2)cc1Cl	-2
Cc1c(C(=O)NCC2CCCO2)nnn1-c1ccccc1Cl (stereo not given)	8
O=C1/C(=C/c2ccccc2OCc2ccccc2)Sc2ccccc21	0
Cc1ccc2oc(=O)c3cc(C(=O)Nc4ccccc4C(N)=O)sc3c2c1	-4
CC12OC3(CCCCC3)C(C)(OC13CCCCC3)O2	7
COc1ccc(-c2nc(C3CC(=O)N(CC(C)C)C3)[nH]c2C)cc1 (stereo not given)	9
CCCCC(=O)N(c1nc(-c2ccc(Cl)cc2)c(C)s1)c1cccc2ccccc12	-8
COCCCNc1nc2c(c(=O)n(C)c(=O)n2C)n1Cc1ccccc1Br	9

# Other entries.
Molecule	RBX1-CUL1 inh
Cc1cc(NC(=O)CSc2nnnn2-c2ccccc2)ccc1Br	13
CC(=O)C1=NN(c2ccccc2)C2(S1)S/C(=C/c1ccc3c(c1)OCO3)C(=O)N2c1ccccc1 (stereo not given)	-12
Cc1ccc(C)c(NC(=O)Cn2c(=O)n(Cc3ccc4c(c3)OCO4)c(=O)c3oc4ccccc4c32)c1	1
Cc1cc(C)c(NC(=O)C2CCCN(S(=O)(=O)c3c(C)noc3C)C2)c(C)c1 (stereo not given)	-2
Cn1ccnc1SCC(=O)Nc1cc(Cl)ccc1Cl	-3
CCCCN(C)CCCNC(=O)CN1C(=O)COc2ccc(S(=O)(=O)N3CCC(C)CC3)cc21	3
CCCC(=O)Nc1nc(-c2ccc(F)cc2)cs1	-1
CCN(CC)c1nc2n(c(=O)n1)CCO2	6
Cc1ccccc1OCC(=O)NCC(=O)N/N=C/c1ccc(I)o1	8
COCCn1c(C)cn2c3c(=O)n(CC(C)C)c(=O)n(C)c3nc12	6
Cc1ccn(S(=O)(=O)c2ccc(Cl)c(Cl)c2)n1	2
CCn1c(COc2ccc(Cl)cc2)nnc1SCC(=O)Nc1c(C)cc(C)cc1C	6
CCc1ccc(NC(=O)C2CCCN(S(=O)(=O)c3cccc4cccnc34)C2)cc1 (stereo not given)	-1
CSCCNCc1c(C(=O)N2CCOCC2)nc2c(C)cccn12	14
CCOc1ccc(CNCCSc2nnnn2C)cc1	-4
COc1ccc(-c2ccc(=O)n(CC(=O)NCCc3ccccc3)n2)cc1	8
COc1ccc2c(=O)c(=O)c2c1	72*
CCOC(=O)c1ccc(NC(=O)CN2C(=O)COc3ccc(Cl)cc32)cc1	10
O=S(=O)(c1ccc(-c2csc(-c3ccccc3)n2)cc1)N1CCOCC1	-1
Cc1ccc(F)c(NS(=O)(=O)c2ccc(Cl)cc2)c1	4
COCCN1CCCC2(CCN(Cc3cc(C)ccc3C)C2)C1=O (stereo not given)	1
Cc1ccc(C)c(N2CCN(C(=O)c3cc4c(=O)n(Cc5cccs5)ccc4nc3C)CC2)c1	0
C=C(C)Cn1c(SCC(=O)c2ccc(C)cc2)nc2sc3c(c2c1=O)CCCC3	3
Cc1ccc2nc(-c3cccc(NC(=O)CSc4ccc(Cl)cc4)c3)oc2c1	0
c1ccc2oc(C3CCN(c4cc(C5CCNCC5)ncn4)CC3)nc2c1	5
Cc1ccc(C)c(N2CCN(C(=O)CN3C(=O)COc4ccc(S(=O)(=O)N5CCCC5)cc43)CC2)c1	5
COc1cccc(/C=N/NC(=O)c2ccc(Br)o2)c1O	-5
COc1ccc(N2C(=O)CC(Nc3ccc(OC(F)(F)Cl)cc3)C2=O)cc1 (stereo not given)	-5
CCn1c(Cc2ccccc2)nnc1SCC(=O)Nc1ccccc1OC	1
COc1ccc(-n2c(SCCC(C)C)nc3sc4c(c3c2=O)CC(C(C)C)OC4)cc1 (stereo not given)	2
